# Compound activity deposited in PubChem BioAssay by several laboratories.
# MgcRacGAP inhibition: MgcRacGAP GTPase-activating activity inhibitors, confirmation, biochemical, ADP Hunter fluorescence; Rac GTPase-activating protein 1 (Homo sapiens); MgcRacGAP-stimulated Rac1 GTP hydrolysis, ADP Hunter fluorescence; higher % means a stronger effect; GST-tagged Rac1 F28L mutant substrate; one-dose inhibition, % at 30 µM; IC50 in µM for titrated hits; 0.6% of 340,000 active; AID 624330, 2012;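 active = first-screen hits whose inhibition reached a set limit at any dose in the follow-up dose series; inconclusive = inhibition above the set first-screen limit but never retested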;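 note: fluorescence reports GDP produced by GAP-driven GTP hydrolysis; strong numbers were not always called active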
# SIAH1 antagonists: Siah-1 peptide-binding antagonists, primary screen, biochemical, fluorescence polarization, rhodamine-plectin, uHTS (AID 1817); displacement, % at 20 µM; hits with a dose series show IC50 in µM; E3 ubiquitin-protein ligase SIAH1 (Homo sapiens); Siah-1 / rhodamine-plectin peptide fluorescence polarization; higher % means a stronger effect; 0.02% of 290,000 active;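 active = displacement of at least 50% at 20 µM, with a fluorescence ratio check between 0.3 and a set limit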;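 note: plate controls were Siah plus tracer with DMSO for no effect and tracer alone without Siah for full effect; strong numbers were not always called active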
# HIV fusion peptide: inhibitors of HIV fusion peptide binding, primary screen, biochemical, uHTS, fluorescence dequenching (AID 1986); 0.3% of 290,000 active; cell-free peptide binding, fluorescence dequenching, 30 min; higher % means a stronger effect; one-dose inhibition, % at 20 µM; IC50 in µM for titrated hits; in the data active = inhibition mostly above about 52%, no sharp cut-off; inactive = mostly below about 76%; note: some results filed as inactive read as strong as hits
# RSV antiviral HEp-2: RSV antiviral activity via CPE protection, HEp-2 cells, primary 10 µM value included (AID 2391); 0.13% of 310,000 active; CPE inhibition, % at 10 µM; hits with a dose series show IC50 in µM; HEp-2 cells, RSV-induced CPE inhibition; higher % means a stronger effect; in the data active = a potency from the dose series; inconclusive = CPE inhibition mostly from about 23% at the one dose, without a potency; inactive = the rest, 99 in 100 with CPE inhibition below about 21%; note: strong numbers were not always called active
# SV40 large T antigen: SV40 large T antigen inhibitors, biochemical (AID 1903); inhibition, % at 20 µM; hits with a dose series show IC50 in µM; SV40 large T antigen ATPase/helicase inhibition assay; higher % means a stronger effect; 0.39% of 310,000 active; in the data active = a potency from the dose series; inconclusive = inhibition mostly from about 32% at the one dose, without a potency; inactive = the rest, 99 in 100 with inhibition below about 32%; note: strong numbers were not always called active
# AID2073: inhibitors of Mint1-CaV2.2 protein interaction, biochemical, HTRF (AID 2073) | Voltage-dependent N-type calcium channel subunit alpha-1B (Homo sapiens) | inhibition, % at 20 µM, or IC50 in µM where a hit was titrated | 0.19% of 290,000 active | HTRF protein-protein interaction, Mint1-CaV2.2; higher % means a stronger effect; in the data active = inhibition mostly above about 51%, no sharp cut-off; inconclusive = no clear call, values can overlap the other calls; inactive = mostly below about 53%; note: some results filed as inactive read as strong as hits
# XIAP antagonists: XIAP antagonists, biochemical, IAP family, fluorescence polarization (AID 1018). XIAP BIR domain, fluorescence polarization peptide displacement; higher % means a stronger effect. E3 ubiquitin-protein ligase XIAP (Homo sapiens). 0.007% of 200,000 active. one-dose displacement, % at 20 µM; IC50 in µM for titrated hits; in the data active = displacement above about 50%; note: a part of the inactive calls stands beside numbers as strong as those of hits
# LYP inhibition: inhibitors of LYP phosphatase, biochemical, fluorescence intensity, uHTS (AID 1779) | Tyrosine-protein phosphatase non-receptor type 22 (Homo sapiens) | recombinant LYP phosphatase, fluorescence intensity; higher % means a stronger effect | inhibition, % at 11.5 µM; hits with a dose series show IC50 in µM | 0.054% of 290,000 active; in the data active = inhibition above about 50%;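 note: plate controls were vehicle with enzyme for no effect and no enzyme for full effect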
# Dengue-2 NS5 capping: Dengue-2 NS5 methyltransferase inhibitors, primary screen, biochemical, confirmation dose response (AID 588689). Genome polyprotein (Dengue virus type 2 (strain 16681-PDK53)). Dengue-2 NS5 methyltransferase capping enzyme assay, biochemical; higher % means a stronger effect. inhibition, % at 25 µM; hits with a dose series show IC50 in µM. 0.3% of 340,000 active; in the data active = a potency from the dose series; inconclusive = inhibition above about 29% without an active follow-up result
# Dengue-2 NS5 capping pilot replicate: further read-out of Dengue-2 NS5 capping, marked with its call; inhibition, %; measured here: pilot screen replicate inhibition
# * hit, by the source's call; ? = inconclusive; nt = no result given.
# Sample of the layout, 9 compounds:
SMILES,MgcRacGAP inhibition,SIAH1 antagonists,HIV fusion peptide,RSV antiviral HEp-2,SV40 large T antigen,AID2073,XIAP antagonists,LYP inhibition,Dengue-2 NS5 capping,others
Cc1ccc(-n2c(=S)sc3c(=O)n(-c4ccc(F)cc4)c(SCC(=O)O)nc32)cc1C,8%,4%,5.0%,3.1%,27%,6%,nt,-2%,3%,
CCOc1ccc(Br)cc1S(=O)(=O)N1CC(C)OC(C)C1 (stereo not drawn),-1%,3%,-2.9%,1.1%,4%,-2%,-4.5%,-2%,-1%,Dengue-2 NS5 capping pilot replicate=0.0
CCCCOC(=O)C1Cc2ccccc2C(=O)O1 (stereo not drawn),6%,-1%,0.4%,1.0%,?,1%,-2.0%,-3%,1%,Dengue-2 NS5 capping pilot replicate=-3.3
CC(=O)NCCOc1nc(N(C)C)nc(N(C)C)n1,9%,2%,-0.1%,-1.0%,2%,5%,-5.8%,-7%,-7%,
O=C(CSc1nnc2n1CCCN2C(=S)Nc1ccc(Cl)cc1)c1ccccc1,2%,-4%,2.1%,5.1%,7%,-13%,-12%,3%,-9%,Dengue-2 NS5 capping pilot replicate=0.0
CCCCc1cc(=O)oc2c(CN(C)C)c(O)c(Cl)cc12,10%,-3%,-0.9%,0.5%,6%,?,-3.2%,-79%,5%,
O=C1CCCc2ccccc2N1,4%,-7%,-4.1%,1.2%,7%,17%,-11%,-6%,-5%,
Cc1ccc(OCC(=O)c2cc(C)n(Cc3ccco3)c2C)c([N+](=O)[O-])n1,7%,-2%,1.5%,4.5%,20%,-6%,nt,-6%,-6%,
Nc1ccc(C(=O)c2cccs2)cn1,6%,4%,1.5%,1.5%,7%,5%,nt,2%,0%,

# This part in full, previewed entries included:
SMILES,MgcRacGAP inhibition,SIAH1 antagonists,HIV fusion peptide,RSV antiviral HEp-2,SV40 large T antigen,AID2073,XIAP antagonists,LYP inhibition,Dengue-2 NS5 capping,others
Cc1ccc(-n2c(=S)sc3c(=O)n(-c4ccc(F)cc4)c(SCC(=O)O)nc32)cc1C,8%,4%,5.0%,3.1%,27%,6%,nt,-2%,3%,
CCOc1ccc(Br)cc1S(=O)(=O)N1CC(C)OC(C)C1 (stereo not drawn),-1%,3%,-2.9%,1.1%,4%,-2%,-4.5%,-2%,-1%,Dengue-2 NS5 capping pilot replicate=0.0
CCCCOC(=O)C1Cc2ccccc2C(=O)O1 (stereo not drawn),6%,-1%,0.4%,1.0%,?,1%,-2.0%,-3%,1%,Dengue-2 NS5 capping pilot replicate=-3.3
CC(=O)NCCOc1nc(N(C)C)nc(N(C)C)n1,9%,2%,-0.1%,-1.0%,2%,5%,-5.8%,-7%,-7%,
O=C(CSc1nnc2n1CCCN2C(=S)Nc1ccc(Cl)cc1)c1ccccc1,2%,-4%,2.1%,5.1%,7%,-13%,-12%,3%,-9%,Dengue-2 NS5 capping pilot replicate=0.0
CCCCc1cc(=O)oc2c(CN(C)C)c(O)c(Cl)cc12,10%,-3%,-0.9%,0.5%,6%,?,-3.2%,-79%,5%,
O=C1CCCc2ccccc2N1,4%,-7%,-4.1%,1.2%,7%,17%,-11%,-6%,-5%,
Cc1ccc(OCC(=O)c2cc(C)n(Cc3ccco3)c2C)c([N+](=O)[O-])n1,7%,-2%,1.5%,4.5%,20%,-6%,nt,-6%,-6%,
Nc1ccc(C(=O)c2cccs2)cn1,6%,4%,1.5%,1.5%,7%,5%,nt,2%,0%,
O=C1c2cccc3c(N4CCCCC4)ccc(c23)C(=O)N1c1cccc(O)c1,1%,-3%,148%,10%,2%,23%,-4.7%,-5%,?,
COC(=O)C1=C(C)NC(C)=C(C(=O)OC)C1c1cc2ccc(C)cc2[nH]c1=O,1%,0%,0.3%,1.4%,-2%,-10%,-0.3%,-4%,-2%,
CN(C)/C=N/C(=S)Nc1ccc(Cl)c(Cl)c1,6%,-2%,-1.3%,7.2%,5%,-2%,0.9%,-3%,6%,
COc1ccc(-c2noc(CNC(=O)CCN3C(=O)[C@H]4CC=CC[C@H]4C3=O)n2)cc1,-8%,0%,0.5%,0.1%,-2%,4%,nt,-6%,-3%,
COCCn1c(SCC(=O)Nc2ccc(OC)cc2)nnc1-c1ccoc1C,6%,3%,0.2%,1.3%,6%,15%,nt,-7%,-11%,
COc1cc(C(=O)OCCN2CCOCC2)ccc1O,28%,-6%,-2.8%,1.6%,25%,-4%,-5.4%,-9%,2%,
COc1ccc(N2C(=O)CSC2c2ccc(F)c(F)c2)cc1 (stereo not drawn),8%,-1%,-0.2%,0.6%,1%,22%,nt,-9%,1%,
Cc1cc(C)cc(NC(=O)NNC(=O)c2cc3occc3[nH]2)c1,10%,0%,6.6%,3.4%,6%,4%,nt,-5%,-4%,
O=C(Cc1ccc(S(=O)(=O)N2CCOCC2)s1)N1CCN(S(=O)(=O)c2cccc(Cl)c2)CC1,4%,nt,nt,-0.6%,4%,nt,nt,nt,-14%,
O=C1CCCC2=C1C(c1ccc(Cl)cc1)C1C(=O)c3ccccc3C1=N2 (stereo not drawn),10%,1%,-3.5%,58%,11%,37%,-1.6%,-1%,9%,
COc1ccc(/C=N\NC(=O)c2ccc(-c3ccccc3)cc2)c(OC)c1OC,12%,6%,5.2%,0.4%,9%,23%,nt,-7%,5%,
COC(=O)C1=C(C(=O)OC)[C@@H]2N(C)c3ccc(OC)cc3[C@@]23C[C@@H](C(=O)OC)N(C(=O)c2ccco2)C3=N1,17%,nt,nt,2.2%,28%,nt,nt,nt,3%,
CCOC(=O)c1cnc2cc(C)ccn2c1=O,5%,6%,1.5%,0.2%,3%,10%,0.1%,-13%,-1%,
CC(=O)OCCCNc1cc(Sc2ccc(Cl)cc2)c2nonc2c1[N+](=O)[O-],13%,-12%,9.3%,10%,29%,-18%,-6.3%,-5%,22%,
CCCCn1c(-c2csc3ccccc23)n[nH]c1=S,11%,-7%,0.1%,3.1%,12%,-10%,-7.1%,-7%,19%,
Cc1cc(C)c(OCC(=O)N(Cc2ccccc2)C2CCS(=O)(=O)C2)c(C)c1 (stereo not drawn),9%,-2%,1.0%,3.7%,7%,7%,nt,-7%,7%,
O=C(C#Cc1ccccc1)c1cccc([N+](=O)[O-])c1,-1%,1%,-0.2%,-2.1%,11%,-24%,0.5%,-4%,-7%,
Cc1cccc(NC(=O)Cn2cnc3c(oc4ccccc43)c2=O)c1C,6%,6%,1.8%,3.1%,3%,0%,-3.3%,-5%,2%,
O=S(=O)(NC1CCCCC1)c1ccc(N2CCOCC2)nc1,10%,4%,-0.9%,1.7%,6%,2%,nt,-7%,-5%,
O=C(NCCCc1ccccc1)Nc1cccc(Cl)c1,10%,-3%,1.1%,7.8%,4%,3%,1.8%,-3%,-2%,
CCCOc1ccccc1C1NC(=O)NC(C)=C1C(=O)OCCOC (stereo not drawn),9%,2%,11%,0.0%,-5%,-6%,-1.5%,-6%,-7%,
Cc1ccc(S(=O)(=O)N2CCCCC2)cc1NC(=O)CSc1nnnn1C,9%,-3%,-0.9%,-1.0%,-1%,28%,nt,-4%,7%,
CCOc1ccc2[nH]c3nc(SCC(=O)NCC4CCCO4)nnc3c2c1 (stereo not drawn),7%,-4%,1.1%,7.1%,11%,2%,nt,0%,-2%,
CC(CCc1ccccc1)OS(N)(=O)=O (stereo not drawn),5%,2%,-0.4%,3.5%,-2%,-3%,nt,-11%,-1%,
COc1cccc2cc(C(=O)NCCc3ccccc3)c(=O)oc12,7%,-1%,0.2%,1.1%,3%,17%,nt,0%,1%,
O=C(NCCOC(=O)C1COc2ccccc2O1)C1COc2ccccc2O1 (stereo not drawn),6%,-2%,-1.1%,0.7%,6%,1%,-2.1%,1%,-4%,
CCCCN(C(=O)c1cccc(-n2cccc2)c1)c1c(N)n(Cc2ccccc2)c(=O)[nH]c1=O,4%,nt,nt,1.2%,9%,nt,nt,nt,-1%,
COc1ccc(C(=O)NC(=O)NC2(C(Cl)(Cl)Cl)OCCO2)cc1,3%,3%,-0.7%,2.9%,0%,10%,-6.3%,1%,-11%,
O=C(NC(=S)NNC(=O)c1ccco1)c1ccccc1,8%,-8%,2.4%,-0.7%,33%,1%,nt,-4%,-6%,
Cc1ccc(C(C)C)cc1OCCn1cncn1,18%,6%,2.2%,2.0%,10%,-6%,nt,-6%,-5%,
O=C1NCCN(C(=O)CCc2nnc(-c3ccsc3)o2)C1c1ccc(F)cc1 (stereo not drawn),3%,-1%,1.2%,3.2%,2%,3%,-3.7%,-10%,-11%,
O=C(O)C1CC=CCC1C(=O)N1CCN(c2nc(-c3ccccc3Cl)c3cc(Br)ccc3n2)CC1 (stereo not drawn),0%,4%,-2.0%,-3.6%,nt,24%,-5.3%,1%,23%,Dengue-2 NS5 capping pilot replicate=4.5
CN(C(=O)c1ccc2c(=O)n3c(nc2c1)CCCCC3)c1ccccc1,10%,8%,0.7%,0.3%,3%,8%,-9.2%,-3%,-10%,
O=C(CSc1nccn1-c1cccc(Cl)c1)NO,3%,11%,3.4%,-0.1%,0%,-6%,-4.4%,-9%,3%,
Cc1ccc(O)c(NC(=O)c2ccc3c(c2)C(=O)N(Cc2cccnc2)C3=O)c1,-1%,-1%,0.9%,1.2%,15%,12%,nt,-12%,13%,
COc1ccc(OC)c(NC(=O)N2CCCC(C)C2)c1 (stereo not drawn),9%,6%,1.9%,3.6%,21%,8%,nt,-7%,-1%,
COC(=O)/C=C1\NCCSC1=O,6%,10%,1.5%,1.4%,3%,-4%,-0.5%,-3%,-2%,Dengue-2 NS5 capping pilot replicate=-4.0
COc1ccccc1CNC(=O)C(CC(C)C)NS(=O)(=O)c1ccc2c(c1)oc(=O)n2C (stereo not drawn),9%,2%,-2.8%,2.1%,0%,-2%,-3.4%,-8%,1%,
COc1ccc(O)c(C(=O)c2cc(C#N)c(=O)n(CC3CCCO3)c2)c1 (stereo not drawn),12%,-1%,1.5%,0.9%,4%,10%,-1.7%,-2%,-1%,
COc1cc(OC)c2nc(C)c3c(c2c1)N(c1ccc(O)cc1)CC3,11%,3%,-5.5%,4.7%,10%,-4%,-4.4%,-3%,-2%,
CCSc1nc2nc(C)cc(C)n2n1,1%,-1%,-1.0%,1.4%,5%,-4%,-1.4%,0%,-5%,
COc1ccc(-c2nc(=S)[nH][nH]2)cc1OC,20%,1%,0.2%,8.8%,31%,-19%,-5.5%,0%,-3%,
CCOc1cc(-c2noc(CCC(=O)Nc3cccnc3)n2)ccc1OC,5%,-5%,0.8%,9.7%,10%,4%,-8.5%,-6%,-1%,
